Bioassay records from PubChem BioAssay.
GPR55 antagonists – GPR55 antagonists blocking LPI-driven arrestin recruitment, primary screen, imaging, U2OS, beta-arrestin-GFP, LPI agonist (AID 2013); G-protein coupled receptor 55 (Homo sapiens); U2OS GPR55 beta-arrestin-GFP translocation imaging, LPI antagonism; higher % means a stronger effect; inhibition, % at 10 µM, or IC50 in µM where a hit was titrated; 290,000 tested, 0.13% active;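 active means spots per cell inhibited over 60%, with over 100 cells counted and total cytoplasm intensity under 500,000; inconclusive means wells with under 100 cells, flagged as likely toxic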;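 further: U2OS cells stably carrying GPR55 and arrestin-GFP stimulated by 5 µM LPI near EC80; imaged beta-arrestin-GFP aggregate spots per cell after agonist stimulation; plate controls were LPI-stimulated DMSO wells for no effect and DMSO wells without LPI for full effect; some results filed as inactive read as strong as hits; confirmed hits need IC50 under 10 µM and bright autofluorescent wells are also inconclusive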
GPR55 activation – GPR55 agonists via beta-arrestin recruitment, primary screen, imaging, U2OS cells, beta-arrestin-GFP redistribution (AID 1961); U2OS GPR55 beta-arrestin-GFP redistribution imaging; higher % means a stronger effect; one-dose activation, % at 10 µM; EC50 in µM for titrated hits; 290,000 tested, 0.048% active;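 active means activation above 40% with more than 50 cells counted in the well; inconclusive means wells holding fewer than 50 cells, flagged as toxic or sparse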;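 further: U2OS osteosarcoma cells stably expressing GPR55 and beta-arrestin-GFP; plate controls were DMSO negative control for no effect and LPI positive control for full effect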
Large T inhibition – SV40 large T antigen inhibitors, biochemical (AID 1903) | 310,000 tested, 0.39% active | inhibition, % at 20 µM, or IC50 in µM where a hit was titrated | SV40 large T antigen ATPase/helicase inhibition assay; higher % means a stronger effect; in the data active means a potency from the dose series; inconclusive means inhibition mostly from about 32% at the one dose, without a potency; inactive means the rest, 99 in 100 with inhibition below about 32%; further: strong numbers were not always called active
NS5 inhibitors – Dengue-2 NS5 methyltransferase inhibitors, primary screen, biochemical, confirmation dose response (AID 588689). Genome polyprotein (Dengue virus type 2 (strain 16681-PDK53)). Dengue-2 NS5 methyltransferase capping enzyme assay, biochemical; higher % means a stronger effect. inhibition, % at 25 µM; hits with a dose series show IC50 in µM. 340,000 tested, 0.3% active; in the data active means a potency from the dose series; inconclusive means inhibition above about 29% without an active follow-up result
GPR35 antagonists – GPR35 antagonists blocking zaprinast-driven arrestin recruitment, primary screen, imaging, U2OS, beta-arrestin-GFP, zaprinast agonist (AID 2058); G-protein coupled receptor 35 (Homo sapiens); U2OS GPR35 beta-arrestin-GFP translocation imaging, zaprinast antagonism; higher % means a stronger effect; inhibition, % at 10 µM, or IC50 in µM where a hit was titrated; 290,000 tested, 0.052% active;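 active means inhibition of at least 50% with at least 30 cells and total cytoplasm GFP at most 10,000,000; inconclusive means under 30 cells or total GFP of 10,000,000 plus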
NTR1 agonist – agonists of NTR1, primary screen, imaging, U2OS cells, beta-arrestin-GFP, high content (AID 493036); Neurotensin receptor type 1 (Homo sapiens), P30989; NTR1-U2OS beta-arrestin-GFP spot imaging, agonist mode; activation, % at 20 µM; 330,000 tested, 0.17% active;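 active means activation at or above 40% of the spot to cytoplasm intensity ratio, with at least 20 cells analyzed; inconclusive means wells under 20 cells, flagged as cytotoxic or low count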;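 further: 0% = DMSO without peptide and 100% = 100 nM NTR1 peptide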
Target sequence (P30989 whole entry, looked up): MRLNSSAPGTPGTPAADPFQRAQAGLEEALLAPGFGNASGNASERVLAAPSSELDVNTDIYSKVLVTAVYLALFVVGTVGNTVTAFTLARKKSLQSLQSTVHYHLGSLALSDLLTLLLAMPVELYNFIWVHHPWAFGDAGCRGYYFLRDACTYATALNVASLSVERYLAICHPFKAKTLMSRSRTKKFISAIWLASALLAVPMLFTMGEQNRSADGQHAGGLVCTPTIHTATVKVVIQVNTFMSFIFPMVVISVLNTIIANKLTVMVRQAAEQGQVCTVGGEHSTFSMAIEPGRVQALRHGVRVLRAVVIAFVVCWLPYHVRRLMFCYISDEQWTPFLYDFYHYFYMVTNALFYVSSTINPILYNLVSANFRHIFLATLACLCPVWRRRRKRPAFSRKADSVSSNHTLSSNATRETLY
MgcRacGAP inhibition – MgcRacGAP GTPase-activating activity inhibitors, confirmation, biochemical, ADP Hunter fluorescence; Rac GTPase-activating protein 1 (Homo sapiens); MgcRacGAP-stimulated Rac1 GTP hydrolysis, ADP Hunter fluorescence; higher % means a stronger effect; GST-tagged Rac1 F28L mutant substrate; one-dose inhibition, % at 30 µM; IC50 in µM for titrated hits; 340,000 tested, 0.6% active;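 active means first-screen hits whose inhibition reached a set limit at any dose in the follow-up dose series; inconclusive means inhibition above the set first-screen limit but never retested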;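 further: fluorescence reports GDP produced by GAP-driven GTP hydrolysis; strong numbers were not always called active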
AID2073 – inhibitors of Mint1-CaV2.2 protein interaction, biochemical, HTRF (AID 2073); Voltage-dependent N-type calcium channel subunit alpha-1B (Homo sapiens); HTRF protein-protein interaction, Mint1-CaV2.2; higher % means a stronger effect; inhibition, % at 20 µM, or IC50 in µM where a hit was titrated; 290,000 tested, 0.19% active; in the data active means inhibition mostly above about 51%, no sharp cut-off; inconclusive means no clear call, values can overlap the other calls; inactive means mostly below about 53%; further: some results filed as inactive read as strong as hits
Yfh1-off respiration – enhancers of respiration in Yfh1-depleted yeast, dose response, Friedreich's ataxia, plus single-dose screen (AID 1465); 220,000 tested, 0.074% active; S. cerevisiae Yfh1-off respiration, WST-1 reduction, 72 h; higher fold induction means a stronger effect; fold induction at 50 µM, or EC50 in µM where a hit was titrated;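 active means fold induction of absorbance versus untreated yeast above a set limit, then at least 30% activation at any dose in follow-up; inconclusive means repeats straddling the limit, or above it without dose testing; inactive means fold induction below the set limit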;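 further: activators that raise dye reduction in frataxin-depleted yeast; strong numbers were not always called active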
NTR1 agonist cell count 20 µM – further read-out of NTR1 agonist, marked with its call; cell count; measured here: cell count, cytotoxicity flag
An asterisk follows results filed as active; i = inactive; ? = inconclusive; / = no result given.

SMILES	GPR55 antagonists	GPR55 activation	Large T inhibition	NS5 inhibitors	GPR35 antagonists	NTR1 agonist	NTR1 agonist cell count 20 µM	MgcRacGAP inhibition	AID2073	Yfh1-off respiration
CC(C)=C1C2CCC1C1C(=O)N(NC(=O)c3ccco3)C(=O)C21 (stereo not drawn)	9%	0.6%	5%	-1%	2%	1.9	55	7%	1%	i
COCCn1c(CN2CC(C)CC(C)C2)nc2c1c(=O)n(C)c(=O)n2C (stereo not drawn)	-2%	-0.1%	7%	-2%	3%	-2.1	41	7%	3%	i
CC(=O)N1CCN(S(=O)(=O)c2cccc(C(=O)Nc3cc(C(F)(F)F)ccc3N3CCOCC3)c2)CC1	13%	0.3%	22%	-8%	-2%	0.4	70	0%	-8%	/
COc1cc(NC2=CC(=O)CC(C)(C)C2)cc(OC)c1OC	-1%	-0.2%	23%	2%	6%	0.3	66	10%	5%	i
CCCCCCC(=O)N=Nc1c(O)[nH]c2ccc([N+](=O)[O-])cc12	-3%	0.6%	2%	-5%	/	8.0	61	2%	6%	i
CC(OC(=O)CCc1ccccc1)C(=O)Nc1ccc(Cl)cn1 (stereo not drawn)	/	/	6%	1%	/	0.8	49	8%	/	/
CCC(C(=O)NCc1cccnc1)c1ccccc1 (stereo not drawn)	12%	0.2%	23%	-4%	-6%	0.1	58	2%	-2%	i
CCOC(=O)c1sc(NC(=O)COC(=O)CNC(=O)C2CCCCC2)c(C(=O)OCC)c1C	6%	0.0%	0%	1%	2%	5.3	57	7%	15%	i
Cc1ccnc(NCc2ccc(Br)cc2)c1	-3%	1.4%	20%	-9%	-16%	-0.7	93	9%	12%	/
CCN(CC)S(=O)(=O)c1ccc(O)c(C(=O)OCC(=O)Nc2ccc(OC(F)(F)F)cc2)c1	9%	-0.5%	3%	-8%	-10%	7.8	45	0%	-1%	i
CN(CC(=O)Nc1ccc(N2CCOCC2)cc1)CC(=O)Nc1ccc(Cl)cc1[N+](=O)[O-]	1%	0.1%	12%	-2%	-9%	-1.3	38	7%	-4%	i
O=C(C1CCN(S(=O)(=O)N2CCOCC2)CC1)N1CCN(Cc2ccc3c(c2)OCO3)CC1	-3%	-0.2%	-11%	-6%	-1%	/	/	5%	10%	i
O=C(CCN1C(=O)S/C(=C/c2ccccc2)C1=O)Nc1ccc(O)c(C(=O)O)c1	2%	-0.1%	18%	92µM*	-3%	-0.9	46	9%	-2%	/
Cc1nn(CCCC(=O)NCc2ccccc2)c(=O)c2nn(-c3ccccc3)c(C)c12	9%	-0.1%	3%	-8%	-3%	-0.9	62	9%	13%	/
COc1ccc(S(=O)(=O)N2CCCCCC2)cc1NC(=O)Cc1ccccc1F	13%	-0.3%	15%	-1%	-2%	2.8	52	14%	-5%	i
O=C1CCc2cc(S(=O)(=O)NCc3ccc(Cl)cc3)cc3c2N1CC3	/	/	17%	2%	/	0.4	71	4%	/	/
CCN(CC)Cc1c(O)ccc2c(=O)c(-c3ccccc3)coc12	7%	-0.1%	2%	-2%	-2%	0.0	58	-12%	40%	/
CC(C)CN(C(=O)CSc1nncn1-c1ccccc1)c1c(N)n(CC(C)C)c(=O)[nH]c1=O	-4%	0.5%	5%	-1%	15%	0.7	60	9%	-12%	i
COCCn1c(SCC(=O)N2CCOCC2)nc2ccccc2c1=O	-3%	-0.1%	5%	-11%	10%	-0.9	58	7%	-1%	/
CN1C(=O)C(CC(N)=O)N(NC(=O)c2ccc(Cl)cc2)C1=S (stereo not drawn)	11%	0.5%	3%	-8%	-11%	3.3	71	-2%	-2%	i
CC1(C)Cc2c(cnn2-c2ccc(F)cc2)C(NC(=O)CCN2CCCCC2=O)C1 (stereo not drawn)	0%	-0.1%	14%	-1%	7%	-0.6	72	3%	-1%	/
Fc1cccc(Cl)c1Cn1ncc2ccccc21	-4%	0.0%	18%	-5%	1%	1.0	85	-7%	7%	/
O=C1/C(=C\c2ccc(O)c(O)c2)N=C2CCCCCN12	-3%	-0.3%	6.7µM*	-56%	1%	1.0	51	17µM*	-63%	i
COC(=O)c1cc2c(ccn2-c2ccc(F)cc2)n1Cc1ccc(OC)cc1	2%	-0.6%	14%	0%	-4%	5.7	71	0%	3%	i
Cc1ccc(NC(=O)CSCC(=O)Nc2sccc2C#N)cc1	/	/	17%	-2%	/	-0.4	67	0%	/	/

3 compounds already listed, arranged by count of non-hydrogen atoms, ascending:
SMILES	GPR55 antagonists	GPR55 activation	Large T inhibition	NS5 inhibitors	GPR35 antagonists	NTR1 agonist	NTR1 agonist cell count 20 µM	MgcRacGAP inhibition	AID2073	Yfh1-off respiration
COc1cc(NC2=CC(=O)CC(C)(C)C2)cc(OC)c1OC	-1%	-0.2%	23%	2%	6%	0.3	66	10%	5%	i
COCCn1c(SCC(=O)N2CCOCC2)nc2ccccc2c1=O	-3%	-0.1%	5%	-11%	10%	-0.9	58	7%	-1%	/
O=C(C1CCN(S(=O)(=O)N2CCOCC2)CC1)N1CCN(Cc2ccc3c(c2)OCO3)CC1	-3%	-0.2%	-11%	-6%	-1%	/	/	5%	10%	i

Continued.
SMILES	GPR55 antagonists	GPR55 activation	Large T inhibition	NS5 inhibitors	GPR35 antagonists	NTR1 agonist	NTR1 agonist cell count 20 µM	MgcRacGAP inhibition	AID2073	Yfh1-off respiration
O=C(c1ccco1)N1CCN(C(=O)C2CC(c3ccc(F)cc3)=NO2)CC1 (stereo not drawn)	13%	-0.1%	0%	-6%	-6%	-2.6	48	2%	10%	i
Cc1cccc(COCC(CC(C)C)N2CCN(C(=O)c3ccc(C(F)(F)F)cc3)CCC2=O)c1 (stereo not drawn)	14%	-0.2%	9%	-4%	7%	2.5	53	13%	-4%	i
CN(C)c1ccc(C(=O)OCC(=O)Nc2ccc(N3CCOCC3)cc2)cc1	0%	-0.4%	7%	-7%	-5%	4.8	63	19%	7%	i
COc1cc(NS(=O)(=O)c2ccc(NC(=O)NC3CCCCC3)cc2)nc(OC)n1	7%	-0.5%	0%	-5%	11%	1.5	60	8%	-1%	i
CC(=O)c1ccc(OCCCC(=O)NCCc2ccc(C(F)(F)F)cc2)cc1	4%	0.0%	-2%	0%	16%	-2.3	55	3%	17%	/
COc1ccc(NC(=O)CN2CCN(c3ccccc3)CC2)cc1	-2%	-0.2%	5%	/	-17%	4.2	66	7%	-6%	i
O=C(COc1ccc2ccc(=O)oc2c1)NCCCN1CCCC1=O	10%	-0.1%	7%	-8%	-9%	0.0	65	4%	6%	/
O=C(/C=C/c1ccc([N+](=O)[O-])cc1)NCCc1ccc(F)cc1	7%	-0.2%	3%	-5%	4%	0.8	32	-10%	2%	i
CCOc1ncccc1C(=O)N1CCN(c2ccc(C(F)(F)F)cn2)CC1	3%	0.4%	2%	-2%	-7%	2.6	61	11%	8%	i
COc1ccccc1-c1nnc2sc(COc3ccccc3)nn12	9%	0.2%	6%	-8%	-2%	1.6	61	5%	-4%	i
CCOc1ccc(S(=O)(=O)N2CCCCC2)cc1NC(=O)C1CSC2(C)CCC(=O)N12 (stereo not drawn)	/	/	13%	3%	/	2.2	44	1%	/	/
COCCCn1c(=O)/c(=C\c2ccccc2OC(C)C)s/c1=C(/C#N)C(=O)Nc1ccc(C(=O)O)cc1	15%	-0.1%	19%	?	1%	4.9	44	-5%	46%	i
CCOc1cc(S(=O)(=O)NCCc2ccccc2C)c(OCC)cc1-n1cnnn1	-10%	0.8%	21%	-5%	-8%	2.3	60	2%	1%	i
O=C(Cc1nn[nH]n1)NCCC1=CCCCC1	11%	-0.3%	10%	/	-10%	-1.1	67	8%	3%	i
Oc1ccc(N2CCN(C(=S)NCc3ccccc3)CC2)cc1	0%	0.2%	?	/	-6%	1.6	69	/	-26%	i
CCOc1ccc(CCNC(=O)COC(=O)COc2ccc(C(C)=O)cc2)cc1OCC	/	/	3%	-6%	/	0.6	52	-5%	/	/
CC(C)(C)OC(=O)NNC1CC(=O)N(c2ccccc2F)C1=O (stereo not drawn)	21%	-0.1%	17%	-2%	1%	0.4	63	0%	5%	i
CCOCCc1nnc(NC(=O)CS(=O)(=O)c2ccc(C)cc2)s1	3%	0.2%	2%	-8%	2%	1.5	54	5%	48%	/
CC(N=C1NC(C)(C)Cc2ccccc21)C(=O)O (stereo not drawn)	-4%	0.7%	8%	-12%	-3%	-0.8	41	0%	-6%	i
O=S(=O)(Nc1nc2ccccc2nc1NCCN1CCOCC1)c1cccc(Cl)c1	4%	-0.1%	5%	0%	3%	-0.6	110	7%	3%	i
CCC(C)(C)NC(=O)C(c1cccs1)N(C(=O)c1ccn[nH]1)c1cccc(OC)c1 (stereo not drawn)	10%	-0.1%	8%	2%	9%	-2.1	75	10%	1%	i
Cc1cc(C(C)(C)C)c(O)c(C)c1CC1=NCCN1	8%	0.3%	8%	-1%	6%	3.8	56	8%	-5%	i
CN(C)S(=O)(=O)c1cccc(NC(=S)N/N=C/c2ccc(O)c(O)c2O)c1	26%	-0.1%	/	25%	-21%	/	/	-103%	22%	>100µM*
C/C(CS(=O)(=O)c1ccc(Cl)c(Cl)c1)=N/NC(N)=S	12%	-0.1%	9%	-5%	34%	-1.6	68	4%	-13%	i
Cn1ncc([N+](=O)[O-])c1C(=O)NCc1ccccc1	1%	0.6%	1%	5%	12%	0.1	41	6%	4%	i

Record cards (already shown). Screens in order: GPR55 antagonists | GPR55 activation | Large T inhibition | NS5 inhibitors | GPR35 antagonists | NTR1 agonist | NTR1 agonist cell count 20 µM | MgcRacGAP inhibition | AID2073 | Yfh1-off respiration
Profile of O=C(Cc1nn[nH]n1)NCCC1=CCCCC1 → 11% | -0.3% | 10% | / | -10% | -1.1 | 67 | 8% | 3% | i
Profile of Cc1ccc(NC(=O)CSCC(=O)Nc2sccc2C#N)cc1 → / | / | 17% | -2% | / | -0.4 | 67 | 0% | / | /
Profile of O=C(C1CCN(S(=O)(=O)N2CCOCC2)CC1)N1CCN(Cc2ccc3c(c2)OCO3)CC1 → -3% | -0.2% | -11% | -6% | -1% | / | / | 5% | 10% | i
Profile of O=C(COc1ccc2ccc(=O)oc2c1)NCCCN1CCCC1=O → 10% | -0.1% | 7% | -8% | -9% | 0.0 | 65 | 4% | 6% | /

No enrichment for hits. Share with any hit: about 1.7%.
